High-throughput results deposited in PubChem BioAssay by several laboratories.
Rpn11 block – Rpn11 (PSMD14) deubiquitinase inhibitors, primary screen, biochemical, fluorescence polarization, uHTS. 26S proteasome non-ATPase regulatory subunit 14 (Homo sapiens), O00487. human 26S proteasome, Ub4-pepOG fluorescence polarization; 20S core pre-blocked with epoxomicin. calls only at 20 µM. hit rate 0.59% among 360,000. AID 588493, 2011;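 active means inhibition at 20 µM, scaled to each plate's controls, above about 33%, limit read from the data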
SUMO1-SIM PPI – modulators of SUMO1 protein-protein interactions, primary screen, biochemical, uHTS | Small ubiquitin-related modifier 1 (Homo sapiens), P63165 | SUMO1 binding to a labelled peptide, TR-FRET, 1 h | inhibition, % at 20 µM | hit rate 0.33% among 360,000; in the data active means inhibition above about 37%
Target sequence (P63165 whole entry, looked up): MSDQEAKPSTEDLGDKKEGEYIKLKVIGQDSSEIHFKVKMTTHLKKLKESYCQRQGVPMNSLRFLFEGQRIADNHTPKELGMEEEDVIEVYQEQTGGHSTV
CSN inh – inhibitors of CSN-mediated cullin deneddylation, primary screen, biochemical, fluorescence polarization, uHTS; AID 651999, 2013; inhibition, % at 12.5 µM; Purified CSN, SCF-Nedd8-OG deneddylation; hit rate 0.38% among 360,000; COP9 signalosome complex subunit 5 (Homo sapiens), Q92905;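 active means pattern-corrected inhibition above about 35%, with an unprinted fluorescence ratio check between 0.5 and 1.5, limit read from the data, passing the limit was not always enough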;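 further: 0% = enzyme with substrate and 100% = substrate without enzyme; some results filed as inactive read as strong as hits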
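test system = HEK293T-derived human Csn5 enzyme | amount = 0.24 nM Csn5 enzyme, final concentration | medium = Tris/NaCl/DTT buffer, pH 7.5 | schedule = 90 min reaction at room temperature | signal = FP | evaluation = inhibition of Csn5 cleavage, % | compound dosing = single dose of 12.5 µM compound with 0.25% DMSO | probe or stimulus = 10 nM SCFSkp2-Nedd8OG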
LMPTP block – LMPTP phosphatase inhibitors, primary screen, biochemical, fluorescence intensity, uHTS | inhibition, % at 20 µM | AID 651560, 2012 | hit rate 0.22% among 360,000 | recombinant LMPTP-A, OMFP fluorogenic substrate | Low molecular weight phosphotyrosine protein phosphatase (Homo sapiens), P24666;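 active means compounds that cut the enzyme signal by at least half of the control window in the single-dose screen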;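 further: plate controls were DMSO wells with enzyme plus substrate for no effect and substrate without enzyme for full effect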
Target sequence (P24666 whole entry, looked up): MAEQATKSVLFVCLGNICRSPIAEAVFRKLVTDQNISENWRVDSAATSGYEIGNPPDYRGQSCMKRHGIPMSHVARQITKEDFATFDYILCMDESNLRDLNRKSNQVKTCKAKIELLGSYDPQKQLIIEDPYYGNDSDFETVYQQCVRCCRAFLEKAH
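Test system: LMPTP-A phosphatase enzyme; input: 0.625 nM LMPTP-A final; reagent: OMFP substrate, 400 µM final; compound dosing: 20 µM single dose, 3% DMSO; incubation: 50 min dark incubation at room temperature; measured by: endpoint fluorescence intensity from OMFP dephosphorylation; measure: % inhibition relative to no-enzyme and uninhibited control wells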
Scp-1 inhibitor – Scp-1 phosphatase inhibitors, primary screen, biochemical, colorimetric, uHTS; hit rate 0.88% among 340,000; inhibition, % at 20 µM; Carboxy-terminal domain RNA polymerase II polypeptide A small phosphatase 1 (Homo …; Recombinant Scp1, phosphopeptide, malachite green phosphate absorbance;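 active means inhibition above about 50% at 20 µM, limit read from the data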;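 further: plate controls were DMSO wells with enzyme for no effect and wells lacking enzyme for full effect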
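Test system: SCP-1 phosphatase catalytic domain, residues 76-261 | Compound dosing: One concentration, 20 µM, with 1.0% DMSO | Schedule: 45 min room-temperature reaction, 5 min colour, 30 min stabiliser | Detection: Absorbance at 630 nm | Read-out basis: % inhibition of SCP-1 phosphate liberation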
PABP1 MLLE inh – inhibitors of PABP1 MLLE–PAM2 peptide binding, primary screen, biochemical, fluorescence polarization, FITC-PAM2, GST-MLLE; AID 588489, 2011; hit rate 0.36% among 360,000; inhibition, % at 20 µM; Polyadenylate-binding protein 1 (Homo sapiens), P11940; in the data active means inhibition above about 35%, passing the limit was not always enough;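 further: plate controls were DMSO wells with GST-MLLE for no effect and wells lacking GST-MLLE protein for full effect; some results filed as inactive read as strong as hits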
NadD inh – inhibitors of S. aureus NadD, primary screen, biochemical, colorimetric, uHTS. purified NadD enzyme, colorimetric absorbance read-out. Nicotinate-nucleotide adenylyltransferase NadD (Staphylococcus aureus N315). hit rate 0.78% among 360,000. inhibition, % at 20 µM; in the data active means inhibition above about 26%; further: some compounds past the cut are filed as inactive
STEP inh – STEP phosphatase inhibitors, primary screen, biochemical, fluorescence intensity, uHTS | Tyrosine-protein phosphatase non-receptor type 5 (Homo sapiens), P54829 | hit rate 0.25% among 360,000 | inhibition, % at 20 µM | recombinant STEP, OMFP fluorogenic substrate;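 active means inhibition at 20 µM, scaled per plate between control wells, above about 37%, limit read from the data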;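 further: 0% = DMSO with enzyme and substrate and 100% = substrate only without enzyme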
Target sequence (P54829 whole entry, looked up): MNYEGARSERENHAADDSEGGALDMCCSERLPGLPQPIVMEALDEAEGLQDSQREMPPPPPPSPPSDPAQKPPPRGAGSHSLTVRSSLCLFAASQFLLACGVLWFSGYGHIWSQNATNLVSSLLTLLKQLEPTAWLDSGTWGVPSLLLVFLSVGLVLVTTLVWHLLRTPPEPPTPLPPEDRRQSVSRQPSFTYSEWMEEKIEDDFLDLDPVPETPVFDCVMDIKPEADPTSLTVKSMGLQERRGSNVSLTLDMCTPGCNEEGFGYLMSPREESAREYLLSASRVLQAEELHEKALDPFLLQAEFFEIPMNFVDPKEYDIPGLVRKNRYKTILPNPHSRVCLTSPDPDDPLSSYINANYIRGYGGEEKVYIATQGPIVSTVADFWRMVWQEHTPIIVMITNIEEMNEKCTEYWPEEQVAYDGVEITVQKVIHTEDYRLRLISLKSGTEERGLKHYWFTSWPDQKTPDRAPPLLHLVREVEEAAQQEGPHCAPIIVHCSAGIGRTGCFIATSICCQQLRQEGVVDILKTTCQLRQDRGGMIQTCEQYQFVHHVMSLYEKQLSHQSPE
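Test system: STEP tyrosine phosphatase / Reagent: OMFP at 25 µM / Doses: 20 µM, 1% DMSO / Read-out: percent inhibition scaled to no-enzyme and uninhibited-enzyme controls, plate-pattern corrected / Detection: FITC-channel fluorescence of OMFP product / Medium: Bis-Tris buffer pH 6.0, 2.5 mM DTT, 0.005% Tween 20 / Schedule: 20 min at room temperature, dark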
Tb MetRS inh – T. brucei MetRS inhibitors, primary screen, biochemical, luminescence; methionyl-tRNA synthetase (Trypanosoma brucei brucei); purified T. brucei MetRS, ATP depletion, Kinase-Glo luminescence; inhibition, % at 11.9 µM; hit rate 0.4% among 360,000; AID 624268, 2012;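 active means inhibition above a per-plate cutoff of the control wells' mean inhibition plus 3 SD, cut at about 5.5% in these data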;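 further: 0% = DMSO wells median and 100% = median of wells with control inhibitor compound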
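Material – parasite MetRS enzyme · Medium – HEPES-MgCl2-KCl buffer plus DTT, spermine, BSA, pyrophosphatase · Reagent – ATP, methionine and E. coli bulk tRNA substrates · Times – 15 min enzyme-compound preincubation, 2 h reaction, 10 min detection, 25 °C · Measured by – luminescence of leftover ATP · Evaluation – percent inhibition relative to median high and low control wells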
DNMT1 inh – human DNMT1 methyltransferase inhibitors, primary screen, biochemical, molecular beacon, fluorescence, HinP1I cleavage, uHTS | DNA (cytosine-5)-methyltransferase 1 (Homo sapiens), P26358 | hit rate 0.83% among 360,000 | inhibition (reported as % activation of signal), % at 10 µM; in the data active means inhibition above about 50%
Active calls of the source: *; i = inactive; / = no result given. Compounds as they come; overall some 3.6% were active at least once.

Screens in order: Rpn11 block	SUMO1-SIM PPI	CSN inh	LMPTP block	Scp-1 inhibitor	PABP1 MLLE inh	NadD inh	STEP inh	Tb MetRS inh	DNMT1 inh
[1] CCCCN1C(=S)NC[C@@H]1c1ccccc1
    i	1	-5	-0.8	4	-107	-2	-2	-0.6	4
[2] CCCCCn1c(=O)[nH]c2cc(C(=O)NCc3ccccn3)ccc2c1=O
    i	-1	2	-1.9	-13	2	-4	1	-0.1	0
[3] Cc1cc(Cl)c(S(=O)(=O)NCc2ccncc2)cc1OCC(N)=O
    i	-1	2	-1.2	-9	16	0	-2	0.2	0
[4] CC(C)CNc1cc(Cl)c(S(=O)(=O)NCC(C)C)cc1C(=O)O
    i	3	6	-0.2	-12	4	3	-1	-1.8	2
[5] CN(CC(=O)NCC(=O)Nc1ccc(F)cc1)C1CCS(=O)(=O)C1 (centres undefined)
    i	0	-6	-0.6	-8	-8	-1	6	-0.3	0
[6] Cc1ccc(S(=O)(=O)N(C)CCCC(=O)N2CCN(C=O)CC2)cc1
    i	0	7	-1.4	0	1	-2	3	-1.1	10
[7] CCCn1c(N)c(C(=O)CSc2nnc(-c3ccoc3C)n2C)c(=O)n(C)c1=O
    i	-2	-2	-0.8	-5	-2	-7	1	-0.3	4
[8] COc1ccc(NC(=O)C/C(C)=N/NC(=O)C(=O)NC(C)C)c(OC)c1
    i	-2	-4	0.0	-4	1	2	-3	0.2	2
[9] CCCCN(C/C=C/c1ccccc1OC)Cc1ccccc1
    i	3	4	-1.1	-10	12	-2	-1	-0.8	3
[10] CCN(CC(=O)Nc1c(F)cccc1F)C(=O)CCN1C(=O)c2cccc([N+](=O)[O-])c2C1=O
    i	-37	5	-1.2	-4	16	4	-2	-0.3	3
[11] COC(=O)CSc1nc(N)c(C#N)c(CC(C)C)c1C#N
    i	2	-7	0.0	1	3	-1	-1	-1.4	7
[12] CCNC(=O)C(Sc1ccccc1)c1ccccc1 (centres undefined)
    i	-5	-2	-0.5	0	4	-4	0	-1.3	-1
[13] CCOC(=O)Cn1nnc(-c2ccccc2)n1
    i	0	1	0.0	-5	0	0	-2	-0.4	-1
[14] CCc1ccc(N2CC(C(=O)Nc3ccc(S(=O)(=O)NCC4CCCO4)cc3)CC2=O)cc1 (centres undefined)
    i	2	1	1.1	9	9	-4	0	0.8	-1
[15] Cc1cccc(CNc2ncnc3ccc(-c4cccnc4)cc23)c1
    i	0	2	5.1	-8	1	5	0	0.5	0
[16] Cc1cccc(NC2=NC(=S)N(c3ccc(C(=O)O)cc3)C23CCCCC3)c1
    i	2	3	-0.5	-2	-99	1	-5	-0.8	3
[17] Cc1ccc(SCC(=O)Nc2ccc(S(=O)(=O)Nc3ncccn3)cc2)cc1
    i	3	3	-0.9	-5	9	-3	0	-0.9	4
[18] CCOC(=O)CN(C(=O)CSc1nnc(-c2cccc(OC)c2)o1)c1ccc(F)cc1
    i	3	9	-0.5	-4	9	-6	-1	-1.4	1
[19] COc1ccc(COC(=O)N/C=C/c2ccco2)cc1
    i	0	0	0.3	-9	-36	-2	-1	-0.6	-14
[20] Cc1ccc(-n2c(C)c(C)c3c(N)ncnc32)cc1
    i	-1	1	-0.2	6	2	4	0	/	0
[21] CCN(Cc1nc2ccccc2c(=O)[nH]1)C(=O)c1cc(C2CC2)nn1-c1ccccc1
    i	1	-5	-0.4	-5	4	3	1	-0.3	2
[22] O=C(c1ccccc1)N1CCN(Cc2ccccc2)CC1
    i	-3	0	-1.8	-5	0	7	1	-0.3	6
[23] Nc1nnc(SCc2ccc(F)cc2)n1-c1ccccc1
    i	5	-4	-0.7	-7	-3	0	-1	0.4	0
[24] O=C(C1CCCO1)N(Cc1ccccc1)c1ccccc1 (centres undefined)
    i	0	-3	0.2	2	4	-6	-4	-0.9	2
[25] COc1ccc(N2CC(C)(C)[C@H](CC(=O)Nc3ccc(Br)cc3)C2=O)cc1
    i	-1	4	0.7	/	2	1	0	0.1	-1
[26] N#Cc1cccc(NC(=O)COC(=O)Cn2nc(-c3ccccc3)oc2=O)c1
    i	10	0	-0.1	14	-1	-6	-3	-0.5	1
[27] O=C(c1oc2ccccc2c1N1CCCCC1)N1CCCCC1
    i	1	-7	-1.7	-6	4	-2	1	-0.4	-4
[28] CN(C)S(=O)(=O)c1ccc(S(=O)(=O)N2CCCC(C(=O)NC3CC3)C2)cc1 (centres undefined)
    i	-5	-3	-1.7	-3	-1	-14	-2	0.0	2
[29] CCC(=O)c1ccc(N2CCN(C(=O)c3ccccc3)CC2)c(F)c1
    i	10	-1	-0.5	1	4	0	0	-0.7	11
[30] CC(C)[C@H](NS(=O)(=O)c1ccccc1)C(=O)OCC(=O)Nc1cccc(S(N)(=O)=O)c1
    i	2	-1	-0.4	-10	9	-1	0	-0.3	0
[31] Cc1onc(-c2c(Cl)cccc2Cl)c1C(=O)N1CCN(c2ncccn2)CC1
    i	-1	-12	0.3	-1	1	1	3	-0.3	2
[32] COC(=O)C(c1ccccc1)C(C(=O)OC)c1ccccc1 (centres undefined)
    i	15	-3	-1.3	-1	-17	0	1	1.7	5
[33] CCC(=O)NC(=S)Nc1cccc(NC(=O)c2ccc(Cl)cc2Cl)c1
    i	-1	0	0.0	-7	17	-5	-3	-0.6	-3
[34] CCCCNC(=O)CN1C(=O)CSc2ccc(S(=O)(=O)N3CCOCC3)cc21
    i	0	2	-3.3	/	-19	-4	0	0.4	1
[35] Cc1cc(C)n(-c2ccc(Cl)c(C(=O)Nc3ccc(OC(F)(F)F)cc3)n2)n1
    i	-4	-2	1.2	-4	7	4	-3	-1.5	5
[36] CS(=O)(=O)N1CCC(C(=O)NCc2ccc(Cl)cc2Cl)CC1
    i	3	-4	-0.5	-4	9	-9	0	0.7	-1
[37] Cc1ccc(C)c(N(Cc2ccccc2F)S(C)(=O)=O)c1
    i	1	0	2.4	-6	2	3	-1	-0.8	1
[38] Cc1ccc(-n2nc(C)c3c2OC(N)=C(C#N)C3c2ccoc2)cc1 (centres undefined)
    i	5	-3	1.4	-2	11	3	-1	-0.6	-19
[39] CCOCCCNC(=O)C1CCN(S(=O)(=O)N(CC(C)C)CC(C)C)CC1
    i	0	9	-2.0	-4	-5	-1	-3	0.0	2
[40] Cn1c(SCc2ccc([N+](=O)[O-])cc2)nnc1-c1cccnc1
    i	-5	0	-1.0	2	-7	-1	-2	-0.7	0
[41] CCOC(=O)COc1c(/C=N\OC)cc(Cl)cc1OC
    i	0	4	-0.4	-5	-12	-8	3	-0.9	0
[42] CCOC(=O)c1[nH]c(C)c(C(=O)OCC(=O)Nc2sc3c(c2C#N)CCCCC3)c1C
    i	0	1	1.8	-4	-5	19	0	-0.5	16
[43] Cc1ccc(CC2CC(=O)N(c3cc(Cl)ccn3)C2=O)cc1 (centres undefined)
    i	-1	7	0.6	-17	-10	-1	-1	-0.9	-5
[44] O=C1NC2(CCCCC2)C(=O)N1Cc1cccc(C(F)(F)F)c1
    i	-1	2	3.0	-24	14	7	1	0.4	-1
[45] CCc1ccc(OC(C)C(=O)Nc2ccc(S(=O)(=O)Nc3cc(C)on3)cc2)cc1 (centres undefined)
    i	-2	1	-0.3	-9	10	-6	-2	-0.4	0
[46] COc1ccccc1/C=N/NC(=O)C(NC(=O)c1ccccc1)=C(C)C
    i	-8	0	-2.4	3	-13	-2	0	-0.7	1
[47] CSCCC(NC(=O)c1ccc(=O)n(C)n1)c1nc2ccccc2[nH]1 (centres undefined)
    i	-2	3	-1.4	14	-125	8	-4	0.3	-1
[48] COc1ccc(Br)cc1S(=O)(=O)N1CCN=C1c1ccccc1
    i	-6	0	0.3	-7	3	-1	-2	-0.1	-2
[49] CCOc1ccc(C(C)NC(=O)c2ccccc2F)cc1 (centres undefined)
    i	1	2	-1.1	-11	-6	-3	-5	-0.4	4
[50] Cc1ccc2c(Cl)c(C(=O)NCCc3ccccc3)sc2c1
    i	0	-12	3.0	-16	12	2	1	0.2	1
